High-throughput results as filed in PubChem.
POLB inh: DNA polymerase beta (human) inhibition. P06746. hit rate 1.3% among 340,000. Pol beta primer extension/strand displacement, fluorescence kinetic. Potency, µM (titrated, usually from 114 µM), for inactives: at the highest dose activity change, negative = inhibition, usual class: inhibitors; note: potency is the fitted concentration of half-maximal effect; % is set by controls: 0 for no effect and ±100 for the full control effect
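Values derive from four-parameter Hill fits of normalized kinetic data: reads at 0 and 10 min following addition of 50 nM substrate to 10 nM Pol beta preincubated 15 min with compound.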
Pol iota inh: inhibitors of human DNA polymerase iota. Q9UNA4. Pol iota fluorescent replication assay, 10 min. Potency, µM (highest dose often 115 µM), for inactives: at the highest dose activity, negative = inhibition, actives largely listed as inhibitors. hit rate 1% among 390,000. AID 588590; note: potency is the fitted concentration of half-maximal effect
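Fluorescent replication assay read twice, at 0 min and 10 min after adding 50 nM (final) substrate. Enzyme (10 nM) and compounds were first incubated 15 min at room temperature; enzyme-free buffer wells were negative controls.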
APEX1 inh: inhibitors of human APE1 endonuclease; P27695; recombinant APE1, TAMRA/BHQ-2 abasic DNA cleavage fluorescence; hit rate 0.35% among 350,000; Potency, µM (doses to about 65.8 µM), inactives show at the highest dose activity change, negative = inhibition, most hits filed as inhibitors;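 note: potency is the fitted concentration of half-maximal effect; plate controls were vehicle for no effect and reference inhibitor for full effect; nearly all actives have a fitted effect of over 55% in size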
Target sequence (P27695 whole entry, looked up): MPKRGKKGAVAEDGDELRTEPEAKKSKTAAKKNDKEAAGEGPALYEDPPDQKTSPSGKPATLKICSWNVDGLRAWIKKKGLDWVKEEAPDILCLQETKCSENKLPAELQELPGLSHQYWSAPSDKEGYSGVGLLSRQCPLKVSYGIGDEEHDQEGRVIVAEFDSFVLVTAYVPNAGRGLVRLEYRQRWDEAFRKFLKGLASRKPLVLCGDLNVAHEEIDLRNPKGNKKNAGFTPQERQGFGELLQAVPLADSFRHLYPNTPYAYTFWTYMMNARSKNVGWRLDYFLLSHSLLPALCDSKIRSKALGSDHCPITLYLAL
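Kinetic fluorescence read (525 ex/598 em nm, three reads 60 s apart) of AP-site incision; signal = third minus first read. Enzyme 0.75 nM, dual-labelled THF duplex 50 nM, compound preincubation 15 min RT.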
TRHR ag: activates the human TRH receptor. hit rate 0.18% among 360,000. TRHR cells, calcium flux fluo-8, FDSS agonist mode. activation, % at 2 µM; in the data active = activation above about 30%; note: 0% is about no effect
Target sequence (P34981 whole entry, looked up): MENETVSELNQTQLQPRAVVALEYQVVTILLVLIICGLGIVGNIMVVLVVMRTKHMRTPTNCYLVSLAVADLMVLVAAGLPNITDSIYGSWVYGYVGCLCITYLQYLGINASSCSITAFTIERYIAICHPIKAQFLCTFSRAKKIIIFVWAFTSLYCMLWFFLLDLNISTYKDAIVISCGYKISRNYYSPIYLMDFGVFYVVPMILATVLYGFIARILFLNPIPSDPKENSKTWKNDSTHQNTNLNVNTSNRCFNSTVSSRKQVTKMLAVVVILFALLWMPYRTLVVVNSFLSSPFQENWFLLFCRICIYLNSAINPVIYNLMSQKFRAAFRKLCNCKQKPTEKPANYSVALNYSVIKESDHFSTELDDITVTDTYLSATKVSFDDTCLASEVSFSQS
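Fluo-8-loaded TRHR cells; 10 s baseline, compound added, kinetic Ca2+ fluorescence read 1/s, agonist mode.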
ERG Ets-DNA blk: ERG Ets/DNA interaction inhibition; AID 624246; fluorescence polarization, His-ERG Ets domain / labelled DNA; hit rate 0.028% among 370,000; Potency, µM (titrated, usually from 76.9 µM), without a hit: top-dose FP activity, negative = inhibition, most hits filed as inhibitors; active = well fitted inhibition curve with a large enough effect in the polarisation, with a control signal flat; inconclusive = small, poorly fitted or top-dose-only effect, or effect the other way, or a change in a side signal; inactive = no such curve, though single readings can be large or run the other way; the % refers to the polarisation;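 note: polarization taken with two DNA probes labelled with fluorescein and Texas red; potency is the fitted concentration of half-maximal effect; % of control where 0% means no effect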
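His-tagged ERG Ets domain (1 uM in the protein solution; 300mM KCl, 50mM Tris-HCl, 1mM EDTA, 1mM DTT, pH 7.5) received compound, then a probe mix of 5 nM fluorescein-DNA and 100nM Texas-615-DNA. Fluorescence polarization was read for both dyes.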
BLM helicase inh: Bloom syndrome helicase (human) inhibition; hit rate 0.2% among 350,000; AID 2528; recombinant BLM DNA unwinding, fluorescence dequenching; P54132; Potency, µM (series often up to 56.1 µM), inactives show top-dose activity change, negative = inhibition, hits mostly inhibitors;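 note: potency is the fitted concentration of half-maximal effect; plate controls were vehicle for no effect and no enzyme for full effect; nearly all actives have a fitted effect of over 35% in size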
Anesthetic bind: binds horse apoferritin like a general anesthetic; P02791; apoferritin/1-aminoanthracene competitive binding, fluorescence; Potency, µM (top dose mostly 77.5 µM), for the others: at the highest dose activity change, negative = displacement, actives largely listed as inhibitors; hit rate 0.074% among 350,000; AID 485281; note: potency is the fitted concentration of half-maximal effect; % is set by controls: 0 for no effect and ±100 for the full control effect; nearly all actives have a fitted effect of over 20% in size
Target sequence (P02791 2-175 limits assumed): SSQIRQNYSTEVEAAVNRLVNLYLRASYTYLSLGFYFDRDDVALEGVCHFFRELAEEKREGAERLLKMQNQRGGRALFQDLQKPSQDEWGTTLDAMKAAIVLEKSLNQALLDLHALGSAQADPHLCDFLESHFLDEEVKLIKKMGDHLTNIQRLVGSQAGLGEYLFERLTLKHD
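In PBS, apoferritin at 10 uM is loaded with 1-AMA from a 50% saturated solution. After 10 min of compound exposure at ambient temperature, reduced 535 nm fluorescence indicates probe displacement.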
POLK inh: blocks human DNA polymerase kappa activity. AID 588579. purified Pol kappa, fluorescent DNA synthesis assay, 10 min. hit rate 0.53% among 400,000. Q9UBT6. Potency, µM (doses to about 107 µM), for the others: at the highest dose activity, negative = inhibition, usual class: inhibitors; note: potency is the fitted concentration of half-maximal effect; % is set by controls: 0 for no effect and ±100 for the full control effect
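50 nM final substrate added after 15 min RT preincubation of 10 nM Pol kappa with compound; fluorescence read at 0 and 10 min.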
ALOX12 inh: inhibitors of human 12S-lipoxygenase ALOX12 | P18054 | purified 12hLO, xylenol orange hydroperoxide absorbance | Potency, µM (series often up to 108 µM), for the others: at the highest dose activity change, negative = inhibition, actives largely listed as inhibitors | hit rate 1.1% among 580,000; note: potency is the fitted concentration of half-maximal effect; % is set by controls: 0 for no effect and ±100 for the full control effect
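Hydroperoxide product was detected by ferrous iron/xylenol orange as the 573 to 405 nm absorbance ratio. Arachidonic acid at 40 uM (final) was turned over for 30 min at room temperature by 150 nM human 12hLO, pH 7.0 Hepes buffer, after 15 min compound preincubation.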
The depositor's hits bear a star; ? = inconclusive; . = no result given; & = joins results of further samples; [ ] = remark or other dose. Unless noted, calls come from the whole dose curve; as a rule, active = well fitted curve in the direction sought with a large enough effect; inconclusive = small, poorly fitted or top-dose-only effect, or another doubt; inactive = no such curve, though single readings can be large; an effect the other way counts as inactive or inconclusive.

[1] C=CCn1c(SCC(=O)c2ccccc2)nnc1-c1ccc2c(c1)OCO2
[2] CCC1CCCCN1S(=O)(=O)Cc1ccccc1Cl (stereo not given)
[3] Nc1ccc(Br)cc1-c1nc2ccccc2[nH]c1=O
[4] CC(=O)Nc1ccc(S(=O)(=O)N2CCC(NC(=O)C(Cc3ccccc3F)NC(C)=O)CC2)cc1 (stereo not given)
[5] COc1cccc(CSc2nc3n(n2)C(c2ccccc2C)C(C(=O)Nc2ccccc2OC)=C(C)N3)c1 (stereo not given)
[6] O=C(Nc1ccc(F)cc1)C1CCCN1S(=O)(=O)c1ccc(Br)cc1 (stereo not given)
[7] COc1cc2nc(CN(C)Cc3ccc(OC)c(OC)c3OC)[nH]c(=O)c2cc1OC
[8] CCN(CC)CCNc1ccc(C)c2sc3ccc(O)cc3c(=O)c12
Assay by compound | 1 | 2 | 3 | 4 | 5 | 6 | 7 | 8
POLB inh | 50µM* | 37% | 1% | 12% | -22% | -10% | -20% | .
Pol iota inh | ? | 18% | 3% | 58%[activator] | -6% | 20% | 22% | ?
APEX1 inh | -11% | -3% | 25% | -10% | . | 4% | -3% | .
TRHR ag | -0.5 | -0.3 | -0.3 | 0.0 | 0.2 | 0.3 | -0.4 | .
ERG Ets-DNA blk | -2% | 3% | 17% | 0% | 1% | 3% | 2% | 14%
BLM helicase inh | -6% | -5% | 0% | -1% | -10% | -3% | -4% | .
Anesthetic bind | -23% | ? | -7% | 5% | -12% | -7% | -8% | .
POLK inh | -16% | -8% | 6% | 0% | -11%[60.1 µM] | -18% | 2% | -29%
ALOX12 inh | ? | 6% | 96%[activator] | 0% | -16% | 209%[activator] | 12% | ?

[9] Cc1ccc(C)c(N(CC(=O)N2CCCC2)S(C)(=O)=O)c1
[10] Cc1cc(C)cc(NC(=O)c2sc3nc(-c4cc5ccccc5oc4=O)[nH]c(=O)c3c2C)c1
[11] CCN(CC(=O)NCc1ccc(F)cc1)S(=O)(=O)c1ccc(Cl)s1
[12] CC(C)c1nc(SCC(=O)Nc2cccc(C(=O)O)c2)c2c3c(sc2n1)CCCC3
[13] CN(C/C(O)=C(\C#N)c1ccccc1)C1CCCCC1
[14] O=C(/C=C/c1ccc([N+](=O)[O-])cc1)c1cccnc1
[15] CCOc1ccc(NC(=O)NCCCCc2ccccc2)cc1
[16] CCCCCn1c(SCc2ccncc2)nc2cc(C(=O)NCc3ccco3)ccc2c1=O
Assay by compound | 9 | 10 | 11 | 12 | 13 | 14 | 15 | 16
POLB inh | -5% | -6% | . | ? | 6% | 24% | 38% | 0%
Pol iota inh | 31%[activator] | 7% | 5% | 71%[activator] | 13% | ? | -7% | -1%
APEX1 inh | 13% | . | 1% | 28% | 12% | 4% | 9% | -4%
TRHR ag | 0.0 | 0.4 | . | 0.3 | 0.8 | 0.2 | -0.2 | 0.8
ERG Ets-DNA blk | -2% | -1% | 1% | -32% | -9% | 1% | -8% | -8%
BLM helicase inh | 1% | -11% | . | -4% | -1% | 2% | -2% | -12%
Anesthetic bind | -9% | -3% | . | -3% | -6% | -11% | -7% | ?
POLK inh | 7% | -13% | -3% | -6% | -3% | 2% | -7% | -6%
ALOX12 inh | 53%[activator] | 5% | -22% | -23% | ? | -17% | 10% | 17%

[17] CC1=C(C(=O)OCc2ccccc2)C(c2ccc([N+](=O)[O-])cc2)NC(=O)N1CCCCCC(=O)O (stereo not given)
[18] C/C(N)=C(/C#N)C(=O)CSc1nc2ccccc2c(=O)n1-c1ccc(C)cc1
[19] CN(C)c1ccc(C(CNC(=O)c2cccc(C(F)(F)F)c2)N2CCCC2)cc1 (stereo not given)
[20] COc1ccc2cc3cc(C(=O)NCc4ccco4)oc3nc2c1
[21] O=C1NC(=O)C2(COC(c3ccccc3Cl)OC2)S1 (stereo not given)
[22] CN1CCN(C(=O)C2=C[C@@H](C3CCCCC3)C[C@@H](OCCCCO)O2)CC1
[23] Cc1ncsc1C(=O)N1N=C2/C(=C/c3ccccc3)CCCC2C1c1ccccc1 (stereo not given)
[24] O=C(NCc1n[nH]c(=S)n1-c1ccccc1)c1ccco1
Assay by compound | 17 | 18 | 19 | 20 | 21 | 22 | 23 | 24
POLB inh | 2% | ? | 2% | 22µM* | 1% | -9% | -2% | -16%
Pol iota inh | 13% | . | 13% | ? | -15% | 33%[activator] | 19% | -14%[58.9 µM]
APEX1 inh | ? | 1% | . | ? | 3% | 6% | -8% | 3%
TRHR ag | -0.3 | 0.3 | 1.0 | -0.2 | 1.1 | 0.4 | 0.2 | 1.8
ERG Ets-DNA blk | 8% | . | 0% | 3% | 2% | -2% | 3% | 2%
BLM helicase inh | 1%&2% | -3% | 2% | -15% | 0% | 1% | -10% | 1%
Anesthetic bind | -5%&-6% | -17% | -9% | 55%[activator] | -1% | -6% | 55%[activator] | 36%[activator]
POLK inh | 10% | . | -9%[60.1 µM] | ? | -4% | 20% | -4% | 2%
ALOX12 inh | ? | . | -2% | -6% | -5% | 0% | -8% | ?

[25] Cc1cc(=O)oc(C)c1C(=O)Nc1cnc2ccccc2c1
[26] O=c1cnc2cnc(Oc3ccccc3)nc2n1C1CC1
[27] C=CCOc1ccc(C(=O)NC2CCCCC2)cc1
[28] O=C1CC(c2c(Cl)cccc2Cl)c2c(ccc3ccccc23)N1 (stereo not given)
[29] CCOC(=O)Cn1c2ccccc2c2nc(C)sc21
[30] COc1ccc(F)cc1C(=O)C1CCCN(Cc2ccc3c(c2)OCCO3)C1 (stereo not given)
[31] CC(=O)Nc1cccc(OCc2cnc(Cl)s2)c1
[32] CCOc1ccccc1CN1CCN(Cc2csc(C(C)=O)c2)CC1CCO (stereo not given)
Assay by compound | 25 | 26 | 27 | 28 | 29 | 30 | 31 | 32
POLB inh | 2% | . | 10% | 5% | 25% | -26% | 4% | 32%
Pol iota inh | -1% | . | -2% | 8% | 71%[activator] | -10% | 19% | 58%[activator]
APEX1 inh | ? | 11% | 2% | . | 17% | -9% | -2% | 11%
TRHR ag | 1.4 | . | -0.3 | -0.3 | -0.1 | 0.3 | 0.0 | 0.0
ERG Ets-DNA blk | -6% | . | 4% | 1% | -9% | -6% | 7% | -11%
BLM helicase inh | -1% | 4% | 0% | -5% | 0% | 5% | -4% | 0%
Anesthetic bind | -3% | . | -7% | 6% | -3% | -12% | -10% | -6%
POLK inh | -5% | 4%[60.1 µM] | -5% | -6% | -11% | -16% | -1% | -2%
ALOX12 inh | 67%[activator] | ? | 2% | ? | -9% | -11% | -16% | 0%

[33] COc1ccc(-c2c(C)sc(NC(=O)c3ccnn3C)c2C#N)cc1
[34] Cc1cc(C)n2nc(SC(C)C(=O)NCc3ccco3)nc2n1 (stereo not given)
[35] CC(NC(=O)c1ccc([N+](=O)[O-])o1)C12CC3CC(CC(C3)C1)C2 (stereo not given)
[36] CCN(C(=O)Cn1nc(Cc2cccnc2)c2ccccc2c1=O)c1ccccc1F
[37] Cc1nnc(NC(=O)C(C)Sc2nnc(CCNC(=O)c3ccccc3F)n2C)s1 (stereo not given)
[38] Cc1ccccc1OCC(=O)N1CCc2ccccc2C1
[39] COc1ccc(-c2noc(-c3nnn(-c4ccc(C)cc4C)c3C)n2)cc1
[40] COC(=O)c1sc(-c2ccccc2)cc1NC(=O)c1ccc(F)cc1
Assay by compound | 33 | 34 | 35 | 36 | 37 | 38 | 39 | 40
POLB inh | 14% | 30% | 27% | 28% | 46% | 11% | -2% | 7%
Pol iota inh | 95%[activator] | -1% | 129%[activator] | -1% | 19% | 8% | -13% | 8%
APEX1 inh | 7% | 2% | -10% | . | 16% | 6% | . | 6%
TRHR ag | 0.2 | 0.1 | -0.5 | -0.4 | 0.0 | 0.5 | 1.0 | -0.7
ERG Ets-DNA blk | 8% | -3% | -4% | -1% | -2% | 7% | -1% | 0%
BLM helicase inh | -5% | -6% | -2% | -1% | 0% | -10% | -5% | 0%
Anesthetic bind | 46%[activator] | -15% | ? | -7% | -9% | ? | -10% | 4%
POLK inh | -5% | -12% | -6% | -7% | 3% | -22% | -2% | -13%
ALOX12 inh | -8% | ? | -25% | -12% | -14% | ? | -2% | -12%

A second format for part of the listing above:
Order of results: POLB inh	Pol iota inh	APEX1 inh	TRHR ag	ERG Ets-DNA blk	BLM helicase inh	Anesthetic bind	POLK inh	ALOX12 inh
33: COc1ccc(-c2c(C)sc(NC(=O)c3ccnn3C)c2C#N)cc1
→ 14%	95%[activator]	7%	0.2	8%	-5%	46%[activator]	-5%	-8%
32: CCOc1ccccc1CN1CCN(Cc2csc(C(C)=O)c2)CC1CCO (stereo not given)
→ 32%	58%[activator]	11%	0.0	-11%	0%	-6%	-2%	0%
18: C/C(N)=C(/C#N)C(=O)CSc1nc2ccccc2c(=O)n1-c1ccc(C)cc1
→ ?	.	1%	0.3	.	-3%	-17%	.	.

Record cards, from the list above. Order of values: POLB inh	Pol iota inh	APEX1 inh	TRHR ag	ERG Ets-DNA blk	BLM helicase inh	Anesthetic bind	POLK inh	ALOX12 inh
CCN(C(=O)Cn1nc(Cc2cccnc2)c2ccccc2c1=O)c1ccccc1F across the screens: 28%	-1%	.	-0.4	-1%	-1%	-7%	-7%	-12%
COC(=O)c1sc(-c2ccccc2)cc1NC(=O)c1ccc(F)cc1 across the screens: 7%	8%	6%	-0.7	0%	0%	4%	-13%	-12%

(further entries)
[41] C#CCN1[C@@H]2CCN(C2)c2cc(Br)ccc2S1(=O)=O
[42] COCCn1c(=S)[nH]c2ccc(N(C)C)cc2c1=O
[43] O=C1CCc2cc(S(=O)(=O)Nc3ccccc3F)ccc2N1
[44] CCOC(=O)c1c(C)c(C(=O)NC2CCCCC2)c(C)n1CC
Assay by compound | 41 | 42 | 43 | 44
POLB inh | . | 0% | . | 14%
Pol iota inh | 16% | ? | 2% | 40%[activator]
APEX1 inh | . | 0% | 33% | -9%
TRHR ag | . | 3.3 | -0.4 | 0.0
ERG Ets-DNA blk | 16% | -1% | . | -6%
BLM helicase inh | . | -4% | . | 0%
Anesthetic bind | . | 258%[activator] | . | -7%
POLK inh | 4% | -16% | -8% | -6%
ALOX12 inh | -28% | -19% | ? | 16%

The list is partial; the hit share may differ from the screen's.
